PME-1 primary: PME-1 inhibitors via competitive probe labeling, primary screen, biochemical, fluorescence polarization, FP-Rh probe, HTS. hit rate 0.53% among 320,000. Protein phosphatase methylesterase 1 (Homo sapiens), Q9Y570. recombinant PME-1. inhibition, % at 5.9 µM;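 active = inhibition above the campaign mean of all compounds plus 3 SD, cut at about 26% in these data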;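 also: competitive labeling of PME-1 active site by serine hydrolase directed probe; 0% = PME-1 with DMSO and 100% = wells lacking PME-1 enzyme; inhibitors block probe labeling so polarization falls and inhibition rises; many of its hits are not listed in these tables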
Target sequence (Q9Y570 whole entry, looked up): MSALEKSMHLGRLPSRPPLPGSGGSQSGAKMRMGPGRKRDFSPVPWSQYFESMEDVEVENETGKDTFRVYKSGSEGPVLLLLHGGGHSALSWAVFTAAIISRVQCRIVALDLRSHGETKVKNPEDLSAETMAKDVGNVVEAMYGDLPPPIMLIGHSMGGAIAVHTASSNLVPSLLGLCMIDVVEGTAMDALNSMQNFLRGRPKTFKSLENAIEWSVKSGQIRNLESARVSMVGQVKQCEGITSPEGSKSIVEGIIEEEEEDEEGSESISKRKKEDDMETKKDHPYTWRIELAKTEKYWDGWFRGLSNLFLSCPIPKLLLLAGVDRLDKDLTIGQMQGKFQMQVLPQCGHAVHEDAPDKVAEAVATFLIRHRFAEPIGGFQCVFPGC
PAD4 inh: human PAD4 inhibitors, primary screen, biochemical, fluorescence polarization, 1536-well format | recombinant PAD4, RCA probe fluorescence polarization | inhibition, % at 6.36 µM | hit rate 0.41% among 330,000 | AID 485272, 2010;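 active = percent inhibition above a cutoff equal to the mean of all tested compounds plus 3 SD, cut at about 15% in these data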;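 also: 0% = PAD4 with RCA probe and DMSO and 100% = probe without PAD4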
LYPLA1 inh: LYPLA1 inhibitors, primary screen, counter-screen for PME1 inhibitor project, biochemical, fluorescence polarization, FP-Rh probe ABPP | recombinant LYPLA1 | inhibition, % at 5.9 µM | hit rate 0.16% among 320,000;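 active = inhibition above the mean of all tested compounds plus 3 SD, set per campaign, cut at about 14% in these data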;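 also: inhibitors block serine hydrolase probe labeling of LYPLA1 so polarization falls; 0% = enzyme with DMSO and 100% = wells lacking LYPLA1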
GSTO1 counter: inhibitors of recombinant GSTO1, primary screen, counter-screen for RBBP9 inhibitor project, biochemical, fluorescence polarization. Glutathione S-transferase omega-1 (Homo sapiens), P78417. activity-based probe fluorescence polarization. inhibition, % at 5.96 µM. hit rate 1.1% among 300,000;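 active = inhibition above the campaign mean inhibition plus 3 SD, cut at about 35% in these data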;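 also: 0% = GSTO1-1 with DMSO and 100% = wells lacking GSTO1-1 enzyme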
Target sequence (P78417 whole entry, looked up): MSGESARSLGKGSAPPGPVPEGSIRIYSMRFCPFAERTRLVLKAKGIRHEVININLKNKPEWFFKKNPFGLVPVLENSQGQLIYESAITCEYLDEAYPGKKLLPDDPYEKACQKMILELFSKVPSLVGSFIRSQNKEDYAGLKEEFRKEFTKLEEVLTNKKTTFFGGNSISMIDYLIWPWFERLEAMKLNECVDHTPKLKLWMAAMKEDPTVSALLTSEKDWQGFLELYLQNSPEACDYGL
PREPL inhibitor: PREPL enzyme inhibitors, primary screen, biochemical, fluorescence polarization. Prolyl endopeptidase-like (Homo sapiens), Q4J6C6. recombinant PREPL, fluorescence polarization activity-based probe. inhibition, % at 5.96 µM. hit rate 0.68% among 320,000; in the data active = inhibition above about 43%;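 also: 0% = enzyme with DMSO and 100% = wells lacking enzyme; many of its hits are not listed in these tables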
PAFAH1B2 inh: PAFAH1B2 enzyme inhibitors, primary screen, biochemical, fluorescence polarization, human; recombinant PAFAH1B2, FP-rhodamine activity probe; inhibition, % at 3.39 µM; hit rate 1.2% among 340,000; Platelet-activating factor acetylhydrolase IB subunit alpha2 (Homo sapiens), P68402;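 active = inhibition above the mean of all tested compounds plus 3 SD, cut at about 24% in these data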;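 also: 0% = enzyme with DMSO and 100% = wells lacking PAFAH1B2; many of its hits are not listed in these tables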
LYPLA2 inh: LYPLA2 inhibitors, primary screen, counter-screen for PME1 inhibitor project, biochemical, fluorescence polarization, FP-Rh probe ABPP; recombinant LYPLA2; inhibition, % at 5.9 µM; hit rate 0.38% among 320,000; AID 2177, 2009;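 active = inhibition above the screen-wide mean plus 3 SD, limit set per campaign, cut at about 26% in these data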;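 also: 0% = LYPLA2 with DMSO and 100% = wells lacking LYPLA2 enzyme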
Target sequence (O95372 whole entry, looked up): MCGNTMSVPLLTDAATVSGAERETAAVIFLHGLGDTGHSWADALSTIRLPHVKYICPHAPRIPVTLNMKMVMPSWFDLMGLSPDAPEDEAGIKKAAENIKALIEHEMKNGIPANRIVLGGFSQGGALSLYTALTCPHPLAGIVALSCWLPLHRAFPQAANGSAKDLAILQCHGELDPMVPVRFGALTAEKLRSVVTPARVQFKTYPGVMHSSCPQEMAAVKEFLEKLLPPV
pPAFAH inh: pPAFAH enzyme inhibitors, primary screen, biochemical, fluorescence polarization, human; Platelet-activating factor acetylhydrolase (Homo sapiens), Q13093; recombinant pPAFAH, FP-rhodamine probe fluorescence polarization; inhibition, % at 3.39 µM; hit rate 1.5% among 330,000; AID 463082, 2010;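 active = inhibition above the mean inhibition across the screen plus 3 SD, cut at about 25% in these data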;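 also: inhibitors block binding of the rhodamine activity-based probe so polarization drops; 0% = enzyme with DMSO and 100% = wells lacking pPAFAH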
PAFAH1B3 FP inh: PAFAH1B3 enzyme inhibitors, primary screen, biochemical, fluorescence polarization, human; inhibition, % at 3.39 µM; recombinant PAFAH1B3, FP-rhodamine probe; hit rate 0.28% among 340,000;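 active = inhibition above the screen-wide average of all tested compounds plus 3 SD, cut at about 25% in these data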;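 also: 0% = enzyme with DMSO only and 100% = wells lacking PAFAH1B3 protein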
The depositor's hits bear a star; nt = not tested or not shown. This is a subset; rates above refer to the full screens.

Below each SMILES – PME-1 primary	PAD4 inh	LYPLA1 inh	GSTO1 counter	PREPL inhibitor	PAFAH1B2 inh	LYPLA2 inh	pPAFAH inh	PAFAH1B3 FP inh
- CCOc1ccc(-n2c(SCC(=O)Nc3ccc(Br)cc3)nc3n[nH]c(C)c3c2=N)cc1
→ 3.7	1.4	-4.8	7.9	4.0	-2.2	-10.9	0.9	0.4
- Cc1ccc(S(=O)(=O)CCC(=O)OCc2ccc(S(=O)(=O)C(C)C)cc2)cc1
→ 1.7	-5.8	0.3	12.7	1.2	2.2	-1.6	8.6	2.1
- COc1ccc(-c2c(-c3ccc(O)cc3O)n[nH]c2C(F)(F)F)cc1
→ -0.5	3.6	0.6	-15.9	9.8	1.3	5.1	10.4	3.3
- COc1ccc(S(=O)(=O)N(C)CC(=O)NCc2ccccn2)cc1
→ 2.3	-3.6	-1.9	10.1	12.4	0.5	0.2	7.4	6.1
- COCCOc1ccc(C(F)(F)F)cc1NC(=O)c1ccc(C(F)(F)F)cc1
→ 3.1	1.5	-3.6	0.7	7.1	0.5	4.7	-1.2	4.3
- CCOC(=O)CN1C(=O)C(O)(CC(=O)c2ccco2)c2ccccc21 (centres undefined)
→ -6.1	0.9	1.4	-4.9	-5.8	-0.8	-0.1	-2.7	9.7
- COc1cccc(CN2CCNC(=O)C2CC(=O)NCCOc2cccnc2)c1OC (centres undefined)
→ -2.2	-1.6	-0.4	0.2	-2.7	-1.1	0.4	-0.8	10.7
- O=C(OCC(=O)N1CCCc2ccccc21)c1cc(Cl)ccc1O
→ 3.3	-1.6	2.9	-1.1	1.1	3.6	0.8	7.5	9.7
- Cc1cccc(C)c1NC(=O)N1CCCCCCC1
→ -3.6	-3.0	5.9	7.9	-2.1	1.8	4.9	2.5	11.4
- Cc1ccc(-c2nnc(SCC(=O)N/N=C/c3ccc(C)s3)n2-c2ccc(C)cc2)cc1
→ -4.1	0.6	-5.1	-9.8	32.5	-0.6	-4.1	5.1	3.9
- CSc1ccccc1C(=O)Nc1cccc(C(C)=O)c1
→ -0.5	-7.8	0.5	-2.4	11.8	-2.0	0.0	-4.1	-3.2
- O=S(=O)(NCC(c1cccnc1)N1CCN(c2ccccc2)CC1)c1cc(F)ccc1F (centres undefined)
→ 4.3	-0.6	-1.4	4.0	36.9	1.9	3.1	8.0	13.5
- O=C(NC(=S)NNC(=O)c1cnccn1)c1ccc(Cl)cc1
→ -1.0	4.9	0.5	1.1	21.5	4.1	0.0	7.2	4.6
- C=CCNC(=O)C1CCN(c2nc(C)cc(-c3ccccc3)n2)CC1
→ 0.9	-3.1	-2.5	7.5	2.9	0.4	-1.2	3.1	0.3
- CO[C@@H]1O[C@@H]2COC(c3ccccc3)O[C@@H]2[C@@H](OC)[C@@H]1O (some centres undefined)
→ -4.3	-0.9	2.7	5.1	-2.0	1.1	0.9	3.3	8.6

Additional entries follow.
Below each SMILES – PME-1 primary	PAD4 inh	LYPLA1 inh	GSTO1 counter	PREPL inhibitor	PAFAH1B2 inh	LYPLA2 inh	pPAFAH inh	PAFAH1B3 FP inh
- O=C(NCCc1ccccc1)C(=O)NCC1OCCN1S(=O)(=O)c1cc(F)ccc1F (centres undefined)
→ -0.5	3.2	-1.1	2.5	5.7	1.3	-4.0	5.2	1.4
- CC1=C(C(=O)OC2CCCC2)C(c2coc3ccccc3c2=O)C2=C(CCCC2=O)N1 (centres undefined)
→ 1.4	1.2	0.3	15.6	2.5	2.6	-2.2	1.6	3.8
- CC1=NN(C(=O)c2ccccc2Cl)C(O)(c2cccnc2)C1 (centres undefined)
→ -4.6	-6.1	-0.8	5.8	-1.7	4.3	0.7	-0.8	2.0
- CC(=O)c1cc2c(cc1NC(=O)c1ccccc1C)OCO2
→ -3.2	-1.8	0.7	2.2	-3.0	nt	-1.9	-1.9	nt
- COc1ccc(OC)c(NC(=O)CSc2nnc(-c3cnccn3)n2C)c1
→ -0.1	1.0	2.4	1.0	4.7	4.9	1.7	1.0	-3.2
- CC(C)(C)NC(=O)COc1ccc(CNCc2cccs2)cc1
→ -2.8	1.4	2.5	-2.8	7.8	3.6	0.3	-3.9	0.6
- Cc1ccc(NC(=S)N(CCCN2CCOCC2)Cc2ccccn2)cc1
→ -1.6	9.1	-0.5	0.6	10.1	-0.6	1.3	2.2	4.0
- Cc1ccc(C(=O)O)cc1NC(=O)CCc1ccccc1
→ -0.7	1.3	-0.5	3.8	-1.3	8.4	3.2	4.4	7.3
- Cc1ccc(-n2cccn2)c(CN2CCCC(CNC(=O)c3ccc(F)cc3)C2)c1 (centres undefined)
→ -6.4	2.4	0.1	-1.0	-23.2	4.3	-0.3	3.3	1.4
- C/C=C\C(=O)Nc1cccc(C2=NOC3(C2)C[C@H](C(N)=O)N(C(=O)[C@H]2CCC(=O)N2)C3)c1 (some centres undefined)
→ -6.9	-6.3	-1.7	0.1	-4.8	nt	2.5	7.5	nt
- Cc1ccc2oc(-c3ccc(C)c(NC(=O)Cc4cccs4)c3)nc2c1
→ 4.8	1.2	-1.9	2.9	8.1	5.1	9.2	0.8	-6.5
- COCCN(C(=O)CCC(=O)Nc1nccs1)C(C(=O)NC(C)(C)C)c1ccc(C)cc1 (centres undefined)
→ -3.0	0.2	-0.6	0.5	1.7	4.1	-2.9	0.9	-3.5
- Cn1cnnc1SCc1ccc(C(=O)N=Nc2c(O)n(Cc3ccc(Cl)cc3)c3ccccc23)cc1
→ 3.8	-6.5	4.2	-2.9	21.7	0.0	26.5*	21.6	-5.6
- COc1cc(OC)cc(C(=O)Nc2cccc(NC(=O)c3cc(OC)cc(OC)c3)n2)c1
→ -11.0	1.9	-11.9	-5.8	17.9	-3.3	-14.4	-4.3	-2.7
- CC1=C(C(=O)Nc2ccccn2)C(c2ccc(Br)cc2)n2ncnc2N1 (centres undefined)
→ -1.4	-4.2	-0.7	5.1	-14.6	2.1	0.4	0.6	1.2

(listing goes on)
Below each SMILES – PME-1 primary	PAD4 inh	LYPLA1 inh	GSTO1 counter	PREPL inhibitor	PAFAH1B2 inh	LYPLA2 inh	pPAFAH inh	PAFAH1B3 FP inh
- Cc1cc(C)nc(N/N=C/c2ccccc2OCc2ccc(Cl)cc2)n1
→ 1.0	-2.1	-2.0	4.0	10.5	2.0	4.3	7.4	4.5
- COc1ccc(C2=C/C(=C/c3cccnc3)C(=O)O2)cc1OC
→ -2.3	-2.9	-1.3	5.8	-0.6	1.8	-0.4	-0.2	7.6
- O=S(=O)(CCSc1nc2ccccc2o1)c1nc2ccccc2s1
→ 8.1	17.4*	-0.1	-4.3	6.0	2.2	0.6	-5.3	2.1
- CCCNC(=O)CS(=O)(=O)c1ccccc1
→ 2.4	-1.3	0.3	-0.5	-3.3	1.8	-2.5	2.3	4.7
- COC(=O)c1sc(NC(=S)NC(=O)c2ccc(F)cc2)nc1C
→ -5.5	2.7	1.0	-0.2	-0.8	nt	-0.7	4.8	nt
- O=C(Nc1ccccc1)Nc1cccc2nsnc12
→ -4.4	-9.2	-7.8	-10.1	-1.4	3.2	-3.6	2.1	-0.4
- Cc1ccc(C(=O)Nc2ccnc(-c3ccncc3)n2)cc1
→ 0.3	-3.2	-0.1	0.0	5.0	2.9	-6.1	4.1	2.8
- O=C(CSc1nc2ncc(Br)cc2[nH]1)c1cccc([N+](=O)[O-])c1
→ 11.8	-0.3	-6.7	-5.0	5.7	-3.0	-4.3	11.7	14.8
- COc1cc(C(=O)COC(=O)c2cc([N+](=O)[O-])ccc2N2CCOCC2)ccc1OC(F)F
→ -8.1	1.5	-3.4	19.4	-3.3	0.9	1.5	-4.6	1.4
- Cc1ccc2nc(SCc3nnc(-c4cccs4)o3)[nH]c2c1
→ -6.1	-2.0	-2.3	15.2	-11.3	2.2	-2.4	8.4	8.0
- COc1ccc(S(=O)(=O)NCCCc2ccccc2)cc1
→ 0.8	0.4	1.1	6.8	-45.3	13.7	1.0	5.3	-0.1
- CCC(c1nnc(SCC(=O)Nc2cccc(S(N)(=O)=O)c2)n1-c1ccc(OC)cc1)N(C)C (centres undefined)
→ -1.5	0.5	-2.0	-4.5	-0.9	-0.7	-3.3	1.7	-2.7
- O=C(NC1CCCCC1)c1cccc(S(=O)(=O)N2CCCCC2)c1
→ 4.5	6.5	-0.7	-0.5	0.3	8.9	-1.3	4.4	5.3
- Cc1c(C(=O)N2CCCCC2)c(S(=O)(=O)NCc2ccc(N(C)C)cc2)c(C)n1C
→ -6.1	4.9	1.6	-3.8	-1.5	0.4	5.5	1.0	6.9
- CCCc1sc(N)nc1-c1ccc(C)cc1
→ -7.2	-4.1	4.5	5.2	0.5	4.9	4.1	9.1	-3.2

(further entries)
Below each SMILES – PME-1 primary	PAD4 inh	LYPLA1 inh	GSTO1 counter	PREPL inhibitor	PAFAH1B2 inh	LYPLA2 inh	pPAFAH inh	PAFAH1B3 FP inh
- O=C(CSc1n[nH]c(-c2ccncc2)n1)Nc1ccccc1
→ 0.9	1.2	-1.4	3.3	-10.4	-2.4	0.1	4.2	-0.7
- Cc1nn(-c2cccc([N+](=O)[O-])c2)c(N)c1-c1ccccc1
→ 1.5	-5.8	-1.6	-1.2	1.8	0.2	2.7	2.5	4.0
- COc1ccc(/C=N/NC(=S)NCc2ccccc2)cc1OC
→ 4.0	-5.0	-0.1	-5.3	16.9	2.2	2.7	7.5	-0.9
- CC1(C)N([O-])c2cc([N+](=O)[O-])ccc2[N+]1=O
→ 23.2	30.1*	0.1	81.9*	34.4	nt	-0.7	31.1*	nt

Profiles, looked up by structure. Order of values: PME-1 primary | PAD4 inh | LYPLA1 inh | GSTO1 counter | PREPL inhibitor | PAFAH1B2 inh | LYPLA2 inh | pPAFAH inh | PAFAH1B3 FP inh
`CC1(C)N([O-])c2cc([N+](=O)[O-])ccc2[N+]1=O` across the screens: 23.2 | 30.1* | 0.1 | 81.9* | 34.4 | nt | -0.7 | 31.1* | nt
`COc1ccc(/C=N/NC(=S)NCc2ccccc2)cc1OC` across the screens: 4.0 | -5.0 | -0.1 | -5.3 | 16.9 | 2.2 | 2.7 | 7.5 | -0.9
`Cc1nn(-c2cccc([N+](=O)[O-])c2)c(N)c1-c1ccccc1` across the screens: 1.5 | -5.8 | -1.6 | -1.2 | 1.8 | 0.2 | 2.7 | 2.5 | 4.0
